MBNL1 CUG block: qHTS Assay for Inhibitors of MBNL1-poly(CUG) RNA binding; AID 2675, 2010; TR-FRET MBNL1-His/biotin-(CUG)12 binding, 665/545 ratio; Potency, µM (top dose mostly 57.5 µM), without a hit: top-dose activity change, negative = inhibition, usual class: inhibitors; hit rate 0.036% among 280,000; active = well fitted inhibition curve with a large enough effect in the signal ratio, with a control signal flat, not every such curve was filed as active; inconclusive = small, poorly fitted or top-dose-only effect, or effect the other way, or a change in a side signal; inactive = no such curve, though single readings can be large or run the other way; the % refers to the signal ratio; also: % is scaled to controls: 0 for no effect and ±100 for the full control effect
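TR-FRET between His-tagged MBNL1 and biotin-(CUG)12 RNA, detected with Tb anti-His antibody (0.055 ng/ul) and streptavidin-XL665 (5 nM), 60 min at room temperature. Compounds titrated 92 nM to 58 uM; 665/545 nm ratio normalized to buffer and complex controls.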
p53 reactivator: qHTS assay for re-activators of p53 using a Luc reporter | H1299 p53-A138V BP100-luciferase reporter, luminescence, 24 h | hit rate 0.063% among 320,000 | AID 504706, 2011 | Potency, µM (highest dose often 92.2 µM), for inactives: at the highest dose activity change, positive = activation, hits mostly activators; also: % of control where 0% means no effect; nearly all actives have a fitted effect of over 45% in size
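H1299 (p53-null), stable ts p53-A138V + BP100-Luc; 1000 cells/well, Opti-MEM/10% FBS; cpd 4 pt, 1:5; 24 h, 37 deg C, 5% CO2; detection reagent 10 min RT; luminescence.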
CXXC DNA block: qHTS Fluorescence Polarization Assay for Inhibitors of MLL CXXC domain - DNA interaction; AID 2662, 2010; Histone-lysine N-methyltransferase 2A (Homo sapiens), Q03164; MLL-CXXC / FITC-HOXA9 DNA fluorescence polarization; Potency, µM (titrated, usually from 115 µM), for the others: at the top dose activity change, negative = inhibition, most hits filed as inhibitors; hit rate 0.037% among 290,000; active = well fitted inhibition curve with a large enough effect in the polarisation, with a control signal flat, not every such curve was filed as active; inconclusive = small, poorly fitted or top-dose-only effect, or effect the other way, or a change in a side signal; inactive = no such curve, though single readings can be large or run the other way; the % refers to the polarisation
Target sequence (Q03164 whole entry, looked up, the tested form may be a part): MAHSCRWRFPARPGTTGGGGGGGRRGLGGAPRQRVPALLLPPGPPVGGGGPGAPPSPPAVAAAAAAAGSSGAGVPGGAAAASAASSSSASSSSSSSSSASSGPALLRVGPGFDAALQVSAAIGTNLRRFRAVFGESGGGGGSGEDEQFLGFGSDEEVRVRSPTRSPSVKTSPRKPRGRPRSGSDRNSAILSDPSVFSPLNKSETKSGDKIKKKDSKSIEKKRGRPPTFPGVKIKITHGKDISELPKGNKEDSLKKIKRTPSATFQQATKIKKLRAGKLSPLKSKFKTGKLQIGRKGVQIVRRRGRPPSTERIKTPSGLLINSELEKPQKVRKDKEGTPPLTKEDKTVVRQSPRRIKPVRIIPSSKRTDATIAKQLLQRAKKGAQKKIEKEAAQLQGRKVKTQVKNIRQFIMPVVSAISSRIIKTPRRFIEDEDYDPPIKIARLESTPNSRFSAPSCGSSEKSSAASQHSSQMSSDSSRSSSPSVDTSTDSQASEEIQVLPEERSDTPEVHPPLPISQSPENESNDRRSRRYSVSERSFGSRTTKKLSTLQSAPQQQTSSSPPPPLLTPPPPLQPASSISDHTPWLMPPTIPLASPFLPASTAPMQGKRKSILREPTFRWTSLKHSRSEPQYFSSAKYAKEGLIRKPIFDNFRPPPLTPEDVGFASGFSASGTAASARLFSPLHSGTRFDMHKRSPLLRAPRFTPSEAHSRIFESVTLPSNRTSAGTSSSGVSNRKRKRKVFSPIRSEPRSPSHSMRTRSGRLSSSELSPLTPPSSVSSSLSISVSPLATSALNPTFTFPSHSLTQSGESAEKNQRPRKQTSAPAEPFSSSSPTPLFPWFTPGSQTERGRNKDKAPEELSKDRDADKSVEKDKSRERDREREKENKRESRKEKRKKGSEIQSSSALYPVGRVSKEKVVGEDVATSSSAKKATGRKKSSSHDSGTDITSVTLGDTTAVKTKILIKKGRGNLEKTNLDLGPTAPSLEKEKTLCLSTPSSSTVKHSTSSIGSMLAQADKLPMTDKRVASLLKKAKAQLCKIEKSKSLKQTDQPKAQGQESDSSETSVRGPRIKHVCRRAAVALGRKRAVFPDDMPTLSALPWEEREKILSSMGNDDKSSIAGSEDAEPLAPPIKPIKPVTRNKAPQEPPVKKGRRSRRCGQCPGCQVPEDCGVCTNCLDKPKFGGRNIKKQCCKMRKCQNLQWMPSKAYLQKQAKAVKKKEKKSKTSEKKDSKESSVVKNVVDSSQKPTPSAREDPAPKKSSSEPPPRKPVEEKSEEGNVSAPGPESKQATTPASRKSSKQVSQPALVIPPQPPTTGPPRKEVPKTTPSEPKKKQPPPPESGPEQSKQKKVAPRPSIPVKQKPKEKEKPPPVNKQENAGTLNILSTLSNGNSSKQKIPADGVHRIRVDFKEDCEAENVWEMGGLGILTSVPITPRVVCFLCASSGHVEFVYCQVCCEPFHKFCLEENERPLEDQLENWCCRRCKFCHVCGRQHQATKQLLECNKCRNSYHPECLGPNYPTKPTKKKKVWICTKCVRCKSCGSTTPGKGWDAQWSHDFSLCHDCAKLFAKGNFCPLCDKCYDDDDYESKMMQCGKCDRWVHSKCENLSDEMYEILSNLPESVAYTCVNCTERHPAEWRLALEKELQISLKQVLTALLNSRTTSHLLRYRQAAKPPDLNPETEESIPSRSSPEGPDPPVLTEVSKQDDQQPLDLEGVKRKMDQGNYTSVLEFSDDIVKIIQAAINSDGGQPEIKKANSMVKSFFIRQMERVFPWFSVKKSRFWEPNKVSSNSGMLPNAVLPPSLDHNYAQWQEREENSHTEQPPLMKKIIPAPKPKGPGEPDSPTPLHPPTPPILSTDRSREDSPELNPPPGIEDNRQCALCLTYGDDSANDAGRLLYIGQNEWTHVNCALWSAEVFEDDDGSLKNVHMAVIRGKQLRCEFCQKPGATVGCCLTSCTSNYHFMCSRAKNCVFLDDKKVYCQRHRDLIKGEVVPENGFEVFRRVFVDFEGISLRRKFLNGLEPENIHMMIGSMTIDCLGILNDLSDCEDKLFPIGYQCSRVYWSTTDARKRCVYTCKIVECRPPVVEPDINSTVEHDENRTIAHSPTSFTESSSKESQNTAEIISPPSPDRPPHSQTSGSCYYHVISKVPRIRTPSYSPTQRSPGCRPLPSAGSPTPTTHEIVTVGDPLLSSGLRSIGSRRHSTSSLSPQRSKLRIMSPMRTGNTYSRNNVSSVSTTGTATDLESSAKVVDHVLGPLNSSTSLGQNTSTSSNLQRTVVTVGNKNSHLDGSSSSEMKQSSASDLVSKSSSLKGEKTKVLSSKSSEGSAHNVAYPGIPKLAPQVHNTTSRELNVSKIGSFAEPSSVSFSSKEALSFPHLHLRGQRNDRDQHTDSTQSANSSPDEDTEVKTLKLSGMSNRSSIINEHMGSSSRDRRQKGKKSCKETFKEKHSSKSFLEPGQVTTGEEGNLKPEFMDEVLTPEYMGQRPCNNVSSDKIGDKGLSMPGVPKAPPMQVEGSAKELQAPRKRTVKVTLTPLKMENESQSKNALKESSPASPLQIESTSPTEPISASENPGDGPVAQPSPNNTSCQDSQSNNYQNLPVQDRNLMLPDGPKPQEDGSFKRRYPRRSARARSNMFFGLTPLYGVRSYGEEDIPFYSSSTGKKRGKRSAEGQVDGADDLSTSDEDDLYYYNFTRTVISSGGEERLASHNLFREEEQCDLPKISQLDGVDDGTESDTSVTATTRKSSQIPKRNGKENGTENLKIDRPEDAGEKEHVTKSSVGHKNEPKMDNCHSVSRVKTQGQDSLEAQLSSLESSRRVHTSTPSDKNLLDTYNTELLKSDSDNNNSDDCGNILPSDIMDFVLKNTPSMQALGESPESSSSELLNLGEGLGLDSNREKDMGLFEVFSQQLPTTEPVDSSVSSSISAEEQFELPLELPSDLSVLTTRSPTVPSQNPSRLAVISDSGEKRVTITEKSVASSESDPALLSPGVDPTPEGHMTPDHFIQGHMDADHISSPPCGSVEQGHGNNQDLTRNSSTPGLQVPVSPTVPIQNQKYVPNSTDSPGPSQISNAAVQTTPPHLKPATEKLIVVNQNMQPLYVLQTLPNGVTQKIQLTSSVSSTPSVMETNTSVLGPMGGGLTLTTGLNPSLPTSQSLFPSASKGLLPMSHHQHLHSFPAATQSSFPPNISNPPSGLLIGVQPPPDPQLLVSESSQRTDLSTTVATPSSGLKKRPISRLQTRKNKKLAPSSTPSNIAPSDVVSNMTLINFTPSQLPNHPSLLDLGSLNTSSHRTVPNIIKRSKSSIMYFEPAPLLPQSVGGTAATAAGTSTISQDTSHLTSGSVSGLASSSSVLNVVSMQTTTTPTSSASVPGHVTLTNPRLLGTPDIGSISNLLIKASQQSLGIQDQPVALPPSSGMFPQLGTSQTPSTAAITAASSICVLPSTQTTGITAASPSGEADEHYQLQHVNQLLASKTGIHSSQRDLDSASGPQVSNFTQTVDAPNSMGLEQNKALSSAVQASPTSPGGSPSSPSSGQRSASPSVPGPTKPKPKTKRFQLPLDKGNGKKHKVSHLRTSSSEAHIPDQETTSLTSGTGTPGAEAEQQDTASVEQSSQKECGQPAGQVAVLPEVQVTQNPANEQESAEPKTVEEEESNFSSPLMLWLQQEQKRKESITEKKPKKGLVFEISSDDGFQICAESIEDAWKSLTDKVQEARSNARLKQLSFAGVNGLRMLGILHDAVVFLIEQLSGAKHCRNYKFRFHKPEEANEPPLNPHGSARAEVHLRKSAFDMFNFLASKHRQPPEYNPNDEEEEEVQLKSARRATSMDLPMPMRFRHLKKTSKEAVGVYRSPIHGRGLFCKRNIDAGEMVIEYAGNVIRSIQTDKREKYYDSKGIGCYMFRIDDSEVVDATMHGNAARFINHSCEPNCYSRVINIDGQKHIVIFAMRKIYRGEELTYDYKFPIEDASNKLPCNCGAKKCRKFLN
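Fluorescence polarization: 7 uM MLL-CXXC (stock) preincubated 5 min with compounds, then 50 nM fluorescein-HOX-A9 DNA (stock) added; 30 min ambient. Buffer 50 mM Tris-HCl pH 7.5, 50 mM NaCl, 1 mM DTT, 0.05% BSA.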
Rab9 prom act: qHTS Assay for Rab9 Promoter Activators; hit rate 2.8% among 320,000; Potency, µM (titrated, usually from 9.22 µM), for the others: at the top dose activation, negative = inhibition, most hits filed as activators; Huh7 Rab9 promoter-luciferase reporter, luminescence, 24 h; also: % of control where 0% means no effect; nearly all actives have a fitted effect of over 60% in size
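Huh7 cells stably carrying a Rab9 promoter-luciferase reporter, 1500 cells per well in OP-MEM I with 10% FBS, treated with compound 24 hours at 37C. Luciferase activity read by luminescence after 10 minutes with Amplite reagent.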
FLuc counter: qHTS profiling assay for firefly luciferase inhibitor/activator using purifed enzyme and Km concentrations of substrates (counterscreen for miR-21 project); Luciferin 4-monooxygenase (Photinus pyralis), P08659; purified FLuc, Km substrates, luminescence inhibition; Potency, µM (highest dose often 57.5 µM), for the others: at the top dose activity change, negative = inhibition, actives largely listed as inhibitors; hit rate 6.9% among 360,000;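 also: plate controls were vehicle for no effect and reference inhibitor for full effect; nearly all actives have a fitted effect of over 55% in size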
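Purified P. pyralis luciferase (10nM final) with 10uM D-luciferin and 10uM ATP (Km levels) in 50mM Tris acetate pH 7.5, 10mM Mg acetate, 0.01% Tween-20, 0.05% BSA; qHTS 6-point titration, ~60 µM downward; luminescence read.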
ELG1 genotox: qHTS screen for small molecules that induce genotoxicity in human embryonic kidney (HEK293T) cells expressing luciferase-tagged ELG1; Potency, µM (doses to about 46 µM), for the others: at the top dose activity change, positive = activation, usual class: activators; hit rate 1.3% among 330,000; HEK293T ELG1-luciferase reporter, luminescence, 16 h; also: % of control where 0% means no effect; nearly all actives have a fitted effect of over 60% in size
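ELG1-luciferase HEK293T cells, 2,000/well; compound pinned in; 16 hr, 37 °C, 5% CO2; ONE-Glo, 30 min RT; luminescence on CCD imager.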
RORgamma inh: qHTS for inhibitors of ROR gamma transcriptional activity; Nuclear receptor ROR-gamma (Mus musculus), P51450; Drosophila S2 Gal4-RORgamma UAS-luciferase reporter, 20 h; Potency, µM (top dose mostly 53.6 µM), for inactives: at the top dose activity change, negative = inhibition, hits mostly inhibitors; hit rate 5.4% among 310,000; AID 2551, 2010; also: % is scaled to controls: 0 for no effect and ±100 for the full control effect; nearly all actives have a fitted effect of over 60% in size
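Using a luciferase readout, inhibitors were identified by reduced reporter activity in Drosophila cells coexpressing a copper-inducible Gal4–ROR gamma fusion and UAS-driven Photinus luciferase, incubated 20 hr after 700 uM copper sulfate.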
BRCA1 expr up: qHTS Assay to Identify Small Molecule Activators of BRCA1 Expression; Potency, µM (highest dose often 46.1 µM), without a hit: top-dose activation, hits mostly activators; hit rate 1.1% among 380,000; MCF7-BRCA1-FFLuc reporter, luminescence, 48 h; response scale: scaled: vehicle 0%, 10 µM genistein 100%; also: nearly all actives have a fitted effect of over 80% in size; some results filed as inactive show a strong effect at the top dose
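48 h compound treatment of MCF7-BRCA1-FFLuc cells (phenol-red free MEM, 37 °C), then 15 min with luciferase substrate and luminescence imaging.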
uPA surface inh: qHTS for Inhibitors of Cell Surface uPA Generation | cell surface uPA generation assay, qHTS | Potency, µM (doses to about 38.3 µM), for the others: at the top dose activity change, negative = inhibition, usual class: inhibitors | hit rate 0.31% among 330,000 | AID 540303, 2011; active = well fitted inhibition curve with a large enough effect; inconclusive = small, poorly fitted or top-dose-only effect; inactive = no such curve, though single readings can be large or run the other way; tested in mouse RAW 264.7 cells; also: % is scaled to controls: 0 for no effect and ±100 for the full control effect; nearly all actives have a fitted effect of over 55% in size
NPC1 prom act: qHTS Assay for NPC1 Promoter Activators; AID 485313, 2010; hit rate 2.4% among 320,000; Huh7 NPC1 promoter luciferase reporter, 24 h; Potency, µM (top dose mostly 9.22 µM), inactives show at the highest dose activation, most hits filed as activators;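 also: % of control where 0% means no effect; nearly all actives have a fitted effect of over 60% in size; reporter is driven by a mutant NPC1 promoter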
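Luciferase expression driven by the NPC1 promoter was measured in stably transfected Huh7 cells after a 24 h compound incubation, using a luciferase reagent and a luminescence read.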
VP16 counter: VP16 counterscreen qHTS for inhibitors of ROR gamma transcriptional activity; Drosophila S2 Gal4-VP16 UAS-luciferase, luminescence, 20 h; Potency, µM (highest dose often 53.6 µM), without a hit: at the top dose activity, negative = inhibition, usual class: inhibitors; hit rate 3.5% among 310,000;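 also: Gal4-VP16 expression switched on by copper sulfate through the metallothionein promoter; % is scaled to controls: 0 for no effect and ±100 for the full control effect; nearly all actives have a fitted effect of over 50% in size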
Active calls of the source: *; ? = inconclusive; / = no result given; [ ] = another dose, or the depositor's remark. Unless noted, calls follow the shape of the dose curve; as a rule, active = well fitted curve in the direction sought with a large enough effect; inconclusive = small, poorly fitted or top-dose-only effect, or another doubt; inactive = no such curve, though single readings can be large; an effect the other way counts as inactive or inconclusive. Potency is read from the fitted curve at half-maximal effect.

smiles,MBNL1 CUG block,p53 reactivator,CXXC DNA block,Rab9 prom act,FLuc counter,ELG1 genotox,RORgamma inh,BRCA1 expr up,uPA surface inh,NPC1 prom act,VP16 counter
CCNc1ccc2c(Cl)cc(=O)oc2c1,?,-2%,-3%,1%,-15%,-5%,-35%[0.365 µM],-12%,-20%,6%,/
CNc1snc(C)c1C(=O)OCC(=O)c1ccc(Cl)cc1,/,-8%,/,-17%,-2%,-1%,/,-8%,-4%,-7%,/
COc1ccc(CCN2C(=O)CC(C(C)c3ccccc3)C2=O)cc1OC (configuration not stated),-5%,-3%,-11%,0%,-2%,-9%,-17%,-19%,2%,-3%,0%
COc1ccc(S(=O)(=O)NCCOc2ccccc2)cc1-n1cnnn1,-1%,-4%,-1%,6%,4%,-1%,4%,1%,-1%,0%,0%
O=C(NCCC(=O)N1CCN(c2ccc(F)cc2)CC1)c1ccco1,/,1%,/,-6%,-1%,3%,/,29%,0%,1%,/
CSc1ccc(CNc2ccc(Cl)cc2)cc1,2%,?,0%,?,15µM*,27%,36%,82%,3%,24%,22%
CCCS(=O)(=O)N1CCN(C(=O)CCC2CCCC2)CC1,-8%,16%,0%,-2%,-1%,0%,-17%[0.365 µM],7%,3%,0%,/
CC(/C=C1\SC(=S)N(CCC(=O)Nc2nc(C)cs2)C1=O)=C\c1ccccc1,-5%,-2%,9%,-3%,?,-5%,-1%,23%,0%,-4%,-7%
Cc1ccc(/C=N\NC(=O)c2cc(OCC(F)(F)F)ccc2OCC(F)(F)F)cc1,-3%,-4%,11%,-1%,0%,13%,?,-13%,3%,-3%,?
COc1ccccc1N=Nc1c(O)[nH]c2ccc(Br)cc12,-2%,7%,26%,1%,1%,1%,-10%,-54%,3%,24%,-6%
CSCC[C@H](NC(=O)Cc1c(C)c2c(cc(C)c3c(C)c(C)oc32)oc1=O)C(=O)O,11%,0%,10%,-3%,?,-1%,-3%,6%,-6%,-1%,-4%
Cc1cc(CNCc2c(C(=O)N(C)Cc3ccccc3)nc3ccccn23)nn1C,-7%,0%,23%,-5%,-2%,-2%,14%,2%,-3%,1%,0%
O=C1NC(=S)N/C1=C/c1ccc(Oc2ccc(C(F)(F)F)cc2[N+](=O)[O-])c(Cl)c1,/,-3%,12%,9%,-1%,2%,37%,50%,-1%,8%,14%
CCN(Cc1ccccc1)c1ccc(/C=N/NS(=O)(=O)c2cccc([N+](=O)[O-])c2)cc1,?,1%,-2%,3%,2%,0%,8%,4%,3%,-2%,1%
COc1cc(CN2CCCCCC2)cc(OC)c1,-8%,/,-1%,0%,3%,-3%,8%,-3%,-2%,0%,-4%
O=C(CN1C(=O)c2ccc(Br)cc2C1=O)NCC1CCCO1 (configuration not stated),?,16%,0%,-1%,-3%,0%,22%,-1%,-8%,-1%,-5%
CCCn1c(NCc2c[nH]c3ccccc23)nc2ccccc21,-11%,9%,0%,2%,?,-1%,30%,28%,-3%,1%,-5%
COc1ccc(N=c2cc(-c3ccc(O)cc3)oc3ccccc23)cc1,?,16%,50%[activator],-1%,-3%,-5%,-10%,-50%,-11%,0%,-12%
O=C(c1ccccc1)N1CCN(Cc2ccc3c(c2)OCO3)CC1,-3%,-1%,2%,-5%,-1%,-1%,-31%,-7%,-2%,2%,-4%
CCN(CC(=O)Nc1c(F)cccc1F)C(=O)CCN1C(=O)C2CC=CCC2C1=O (configuration not stated),/,1%,/,0%,3%,1%,/,-10%,2%,1%,/
CCCCOc1ccc(CNn2c(C)nc3ccccc3c2=O)cc1,4%,8%,-6%,-4%,-15%,-7%,36%,-21%,3%,0%,-3%
CC12CCC(C/C1=N/O)C2(C)CBr (configuration not stated),-9%,-2%,3%,-4%,-2%,-3%,-3%,14%,13%,-2%,3%
CCCCn1c(NC(C)=O)c(C#N)c2nc3ccccc3nc21,?,-6%,-3%,-6%,5%,-4%,25%,0%,0%,-1%,-25%
COc1ccc(S(=O)(=O)N(C)CC(=O)Nc2ccc3c(c2)OCO3)cc1,-11%,-7%,9%,-8%,-15%,-4%,-21%,5%,-7%,0%,11%
Cc1c(NC(=O)c2ccco2)c(=O)n(-c2ccccc2)n1C,-4%,/,-9%,4%,1%,-2%,20%,5%,4%,8%,-1%
CC(/C=C/c1ccco1)=N\NC(=O)c1cc(Cl)ccc1O,-2%,16%,-8%,?,?,-2%,8.9µM*,39%,-1%,8%,?
CCN(CC)CCNC1=NCCn2c1cc1cc(OC)ccc12,19%,3%,-1%,-3%,-1%,-2%,-17%,37%,4%,-4%,-3%
COc1ccc(CNC(=O)COC(=O)CCC2CCCCC2)cc1,-7%,2%,-3%,1%,10%,0%,-28%,-6%,10%,-1%,-4%
O=C(O)CC(CC(=O)Nc1ccc(-n2ccc(C(F)(F)F)n2)cc1)c1ccccc1 (configuration not stated),3%,1%,9%,-3%,3%,3%,22%,2%,4%,2%,-6%
COC(=O)c1ccccc1NS(=O)(=O)c1ccc(NC(C)=O)cc1,-20%,-3%,-1%,0%,3%,-5%,15%,-28%,-5%,-5%,-25%
O=C(COC(=O)c1ccc(O)cc1O)c1ccc2c(c1)OCO2,16%,7%,8%,6%,8.5µM*,7%,7.1µM*,24%,-28%,?,?
CCN(CC)CCN(C(=O)Cn1nnc(-c2ccc(C)o2)n1)C(C(=O)NC1CCCC1)c1ccc(F)cc1 (configuration not stated),-6%,-4%,-3%,8%,5%,1%,6%,-2%,2%,2%,18%
COCCN(C(=O)CSCc1ccc(C)cc1)c1c(N)n(CC(C)C)c(=O)[nH]c1=O,/,0%,/,0%,-1%,4%,/,0%,0%,-2%,/
Cn1c(NC(=O)C[n+]2cc(-c3ccc(Cl)cc3)n3c2CCC3)cc(=O)n(C)c1=O,/,-5%,1%,-2%,0%,0%,14%,-22%,-3%,5%,-3%
N/N=C(\c1ccccc1)C12CN3CN(CN(C3)C1)C2,2%,4%,-3%,11%,2%,4%,25%,12%,-1%,-3%,-7%
O=C(O)CCC(=O)NNC(=O)COc1cccc(Cl)c1,-6%,0%,-1%,-3%,1%,2%,-26%,12%,-2%,-1%,-7%
COc1ccc(OCCOCCOc2ccc(C)cc2[N+](=O)[O-])cc1,2%,11%,11%,-6%,?,0%,28%,13%,-1%,0%,2%
COc1cc2c(cc1OC)-c1cc(Nc3ccc(N(C)C)cc3)nc(=O)n1CC2,/,-6%,-1%,-5%,12µM*,?,-28%,0%,-5%,-3%,2%
COc1ccc(CN(C(=O)c2snc(C(N)=O)c2N)C(C(=O)NC(C)(C)C)c2ccco2)cc1 (configuration not stated),24%,-2%,-3%,-8%,5%,1%,30%,-22%,/,-4%,0%
CC(=O)c1cccc(S(=O)(=O)Nc2c(C)nn(C)c2C)c1,/,-5%,/,14%,/,-1%,/,7%,2%,2%,/
Cc1cc(C)n(C(=O)CNC(=O)Cc2ccccc2)n1,5%,-2%,-10%,3%,-2%,9%,-3%,16%,2%,0%,7%
COC(=O)c1sccc1NC(=O)Nc1ccccc1F,-4%,2%,-4%,-1%,13µM*,4%,11%,21%,13%,1%,13%
Cc1ccc(S(=O)(=O)Nc2ccccn2)cc1[N+](=O)[O-],18%,3%,6%,0%,-8%,3%,-13%,-9%,2%,-6%,3%
COc1ccc(Cl)cc1NC(=O)C1(c2cccs2)CCOCC1,3%,-1%,0%,3%,4%,-5%,-13%,-1%,-8%,-1%,-15%
C=C1CCN([C@@H](C)C(=O)NCc2cc(OC)c(OC)c(OC)c2)S(=O)(=O)c2ccccc21,-18%,-2%,5%,2%,1%,2%,-37%,7%,6%,-2%,-3%

Screening data from PubChem BioAssay.

A portion of the library; the hit share may differ from the screen's.
